Platelet DG rel – modulates dense granule release in human platelets; hit rate 0.22% among 300,000; inhibition, %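 (compounds screened at 7.5 µM in platelet-rich plasma)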; human platelet-rich plasma, SFLLRN dense granule ATP release, luminescence; AID 1663;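 active = mean replicate score, as percent of positive control, at or above 50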
HSP90 inh – blocks HSP90-mediated luciferase refolding in reticulocyte lysate. Rabbit reticulocyte lysate, luciferase refolding luminescence, 3 h. inhibition, % at 5.6 µM. hit rate 0.91% among 290,000. AID 1789;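 active = inhibition above the screen-wide mean plus 3 SD, computed separately per campaign, cut at about 16% in these data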;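 note: 0% = DMSO wells and 100% = 60 µM geldanamycin wells; inhibitors lower the luminescence because luciferase stays unfolded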
aSyn UTR inh – MLPCN primary screen, SNCA 5' untranslated region. alpha-synuclein 5'UTR reporter, inhibitor activity. inhibition, % (tested at 7.5 µM). hit rate 0.82% among 300,000. AID 1813; in the data active = inhibition above about 60%;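 note: H4 neuroglioblastoma cells stably carrying SNCA 5'UTR luciferase fusion; 0% = DMSO wells and 100% = positive control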
AI-2 QS modul – modulates the Vibrio harveyi AI-2 quorum sensing system; Vibrio harveyi JMH597 AI-2 luminescence/OD600 ratio, 9 h; stronger effect = lower value; strain lacks LuxN and CqsS sensors; 0 = neutral-control median; activity change, % at 7.5 µM; hit rate 0.4% among 300,000; in the data active = activity change below about -75%, passing the limit was not always enough;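 note: luminescence divided by OD600 gain over 9 h not by final OD600 alone; inactives centre near 13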
HSF-1 act – increases HSF-1 driven luciferase reporter signal; NIH3T3-HGL HSF-1 luciferase reporter, MG132, 8 h; 100% = twice DMSO control signal; activation, % at 9 µM; hit rate 1.7% among 300,000; AID 504408;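 active = mean replicate activation of at least 50% with a set share of replicates each reaching 50%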;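 note: 0% = median of the neutral control wells and 100% = twice that signal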
KLF5 inh – suppresses KLF5 promoter-driven expression. DLD-1 KLF5 promoter-luciferase reporter, luminescence. inhibition, % at 5 µM. hit rate 0.23% among 290,000. AID 1700;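 active = inhibition above a per-plate limit of that plate's mean compound inhibition plus 3 SD, cut at about 60% in these data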;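 note: 0% = DMSO wells and 100% = LY294002 at 200 µM; higher means less KLF5 promoter-driven luciferase light; inactives centre near -14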
HSF1 inh – HSF1 inhibition. NIH3T3-HGL HSE-luciferase, MG132-induced, luminescence 8 h; stronger effect = lower value. activity change, negative = inhibition, % at 7.5 µM (by protocol). hit rate 0.77% among 300,000;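 active = more than half of replicate wells show activity change below -50%, luminescence cut by over half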;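 note: luciferase reports HSF-1 transcriptional activity via heat shock element; 0% = median of DMSO wells and -100% = zero luminescence signal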
HIF act – HIF pathway transcriptional activation; U2OS HRE-luciferase reporter, luminescence; normalized: DMSO 0%, desferrioxamine 100%; activation, % at 7.5 µM (by protocol); hit rate 0.32% among 300,000; AID 1910;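 active = mean activation of at least 10% of the iron chelator positive control signal, with at least half of replicates also reaching 10%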
IEC-6 tox – IEC-6 cytotoxicity, counter-screen for KLF5 inhibitors; luminescence viability; inhibition, % at 5 µM; hit rate 0.78% among 290,000; in the data active = inhibition above about 22%;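 note: 0% = plate median of test compound wells and 100% = cytotoxic reference compound wells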
SKKanGAS inh – SKKanGAS growth inhibition. hit rate 1.3% among 300,000. S. pyogenes SKKanGAS, kanamycin growth, BacTiter-Glo, 6 h. inhibition, % at 7.5 µM;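 active = mean replicate score, as percent of positive control median, at least 50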;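 note: strain carries kanamycin resistance gene driven by streptokinase promoter and grows in 40 µg/ml kanamycin; loss of luminescence reflects streptokinase promoter inhibition or plain growth inhibition; 0% = median of DMSO wells and 100% = positive control at its reference dose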
Starred values were filed as active, the others as inactive; x = no result given.

SMILES | Platelet DG rel | HSP90 inh | aSyn UTR inh | AI-2 QS modul | HSF-1 act | KLF5 inh | HSF1 inh | HIF act | IEC-6 tox | SKKanGAS inh
NC(=O)COC(=O)c1ccc(Cl)c(S(=O)(=O)N2CCCCCC2)c1 | 9 | -4 | -3 | 7 | 8 | -5 | -4 | -0.5 | 0 | -7
CCN(CC)S(=O)(=O)c1ccc(C)c(NC(=S)N2CCN(C/C=C/c3ccccc3)CC2)c1 | 0 | 1 | 27 | 12 | -6 | 5 | -1 | 1.3 | 7 | 3
Cc1ccccc1-c1nc(S(=O)(=O)c2ccc(Br)cc2)c(NCc2cccnc2)o1 | 4 | 4 | 0 | 28 | -2 | -24 | 1 | -0.6 | 2 | 11
Cc1cccc(CCNS(=O)(=O)c2ccc3c(c2)CCN3C(=O)CCC(=O)O)c1 | -45 | 3 | 14 | -8 | -6 | -38 | -4 | -0.5 | 5 | -6
COC(=O)/C=C/C(=O)Nc1cccnc1 | -3 | 0 | -5 | -71 | 25 | -27 | 10 | -0.3 | -5 | -4
CCN(Cc1ccccc1)C(=O)c1cc2c(OC)c(OC)c(OC)cc2[nH]1 | 6 | -3 | -3 | 2 | -3 | 5 | 2 | -4.3 | 5 | -9
Cc1ccc(N=C2S/C(=C\c3cn(CC(=O)O)c4ccccc34)C(=O)N2C)cc1 | -2 | -1 | -16 | -1 | -1 | -16 | -1 | 0.4 | -2 | 22
O=C(OCC(=O)N1CCN(c2ccccc2)CC1)c1ncc(Cl)c(Cl)c1Cl | 4 | x | -3 | 22 | -2 | x | -5 | -1.8 | x | -6
COc1ccc(N(CC(=O)Nc2ccc(S(=O)(=O)N3CCCCC3)cc2)S(C)(=O)=O)cc1OC | 3 | -1 | 21 | 19 | -1 | -35 | 4 | -0.5 | 3 | 1
C#Cc1ccc([C@H]2C=C(C(=O)N3CCOCC3)O[C@@H](OCc3ccc(CO)cc3)C2)cc1 | 26 | 7 | 16 | 7 | -10 | 2 | 7 | -1.5 | -11 | -3
Cc1c(C(=O)Nc2c(C)n(C)n(-c3ccccc3)c2=O)oc2ccccc12 | -3 | 1 | -29 | 17 | 5 | -30 | 12 | -0.9 | -2 | -24
Cc1ccc(S(=O)(=O)N2CC(O)C[C@H]2C(=O)OCC(=O)c2ccccc2)cc1 (stereo partly specified) | -1 | 1 | 35 | 10 | -25 | -19 | -9 | 0.2 | 1 | -4
CCN1C(=O)/C(=c2\o/c(=C3\C=Cc4ccccc4N3CC)c(=O)n2CC)SC1=S | 5 | -2 | 4 | 42 | 8 | -29 | -7 | -0.6 | -4 | -3
COc1ccccc1N1CCN(C(=O)c2ccc(CSc3ccccc3)cc2)CC1 | -10 | 2 | 20 | -4 | 14 | 17 | 1 | 1.2 | 0 | 13
COc1ccc(-n2c(COc3cccc4ccccc34)nnc2SCC#N)cc1 | 1 | 8 | 12 | -24 | 19 | -16 | 18 | -1.3 | -3 | 14
CC(C)c1ccccc1NC(=O)CN1C(=O)c2ccccc2C1=O | 5 | 1 | -2 | x | 5 | -28 | -12 | -0.5 | -1 | -2
CC(C)OC(=O)COc1cc(O)c2c(=O)cc(-c3ccccc3)oc2c1 | -1 | 2 | -8 | 16 | -17 | 6 | 1 | -0.1 | 6 | 7
Cc1ccc(-c2c3c(=O)n(C)c(=O)n(C)c3cn2-n2cnnc2)cc1 | 0 | 5 | -11 | 13 | 89* | 27 | 66 | 1.3 | 8 | 2
Cc1ccc(CNC(=O)c2ccc3c(=O)n(CC4CCCO4)c(=S)[nH]c3c2)cc1 (stereo unspecified) | -3 | 1 | 19 | 14 | 5 | -59 | -4 | -0.2 | -1 | 5
O=C1CSCC(=O)N1c1ncc(C(F)(F)F)cc1Cl | -8 | 1 | 4 | 12 | -9 | 2 | 1 | -0.7 | 1 | 1
COc1ccc(C(=O)NCCc2nnc(SCC(=O)Nc3ccccc3F)n2C)cc1 | 3 | 0 | -14 | -3 | -15 | 11 | 1 | 0.4 | -2 | -8
CS(=O)(=O)c1cnc2c(S(=O)(=O)c3ccccc3)cnn2c1N | -20 | -3 | 11 | 3 | -16 | -13 | -1 | -0.1 | 1 | 0
Cc1cc(-c2ccccc2)n2ncc(-c3ccccc3)c2n1 | 1 | 22* | 40 | 19 | -55 | -213 | -42 | -1.2 | 11 | -9
O=C(Nc1c2c(nn1-c1cccc(Cl)c1)CS(=O)C2)c1ccc2c(c1)OCO2 (stereo unspecified) | 3 | 2 | 14 | 15 | 4 | -36 | -7 | 0.3 | 0 | 0
O=C(O)CN1C(=O)/C(=C/c2ccccc2Cl)Oc2ccccc21 | 3 | -1 | 6 | 10 | 12 | -16 | 5 | -0.5 | 10 | -23

Random excerpt: 4 compounds from above
SMILES | Platelet DG rel | HSP90 inh | aSyn UTR inh | AI-2 QS modul | HSF-1 act | KLF5 inh | HSF1 inh | HIF act | IEC-6 tox | SKKanGAS inh
COc1ccc(-n2c(COc3cccc4ccccc34)nnc2SCC#N)cc1 | 1 | 8 | 12 | -24 | 19 | -16 | 18 | -1.3 | -3 | 14
Cc1ccccc1-c1nc(S(=O)(=O)c2ccc(Br)cc2)c(NCc2cccnc2)o1 | 4 | 4 | 0 | 28 | -2 | -24 | 1 | -0.6 | 2 | 11
COc1ccc(C(=O)NCCc2nnc(SCC(=O)Nc3ccccc3F)n2C)cc1 | 3 | 0 | -14 | -3 | -15 | 11 | 1 | 0.4 | -2 | -8
CCN(CC)S(=O)(=O)c1ccc(C)c(NC(=S)N2CCN(C/C=C/c3ccccc3)CC2)c1 | 0 | 1 | 27 | 12 | -6 | 5 | -1 | 1.3 | 7 | 3

Compounds listed so far containing fluorine, in the order listed:
SMILES | Platelet DG rel | HSP90 inh | aSyn UTR inh | AI-2 QS modul | HSF-1 act | KLF5 inh | HSF1 inh | HIF act | IEC-6 tox | SKKanGAS inh
O=C1CSCC(=O)N1c1ncc(C(F)(F)F)cc1Cl | -8 | 1 | 4 | 12 | -9 | 2 | 1 | -0.7 | 1 | 1
COc1ccc(C(=O)NCCc2nnc(SCC(=O)Nc3ccccc3F)n2C)cc1 | 3 | 0 | -14 | -3 | -15 | 11 | 1 | 0.4 | -2 | -8

(list continues)
SMILES | Platelet DG rel | HSP90 inh | aSyn UTR inh | AI-2 QS modul | HSF-1 act | KLF5 inh | HSF1 inh | HIF act | IEC-6 tox | SKKanGAS inh
C=CCn1c(=S)[nH]c2sccc2c1=O | 1 | -2 | 18 | 10 | 8 | -1 | 4 | -0.2 | 4 | -1
COC(=O)C1=C(C)NC(=O)/C1=C\c1cc(C)n(-c2cc(C)cc(C)c2)c1C | 0 | 4 | 11 | 9 | 1 | -1 | -3 | -0.4 | 3 | 19
COc1cccc(NC(=O)/C=C/c2ccco2)c1 | 18 | -3 | -158 | 0 | -4 | -88 | -12 | 3.3 | 4 | -1
O=C(Nc1cccn(Cc2cccc(F)c2)c1=O)NC1CCCCC1 | 1 | 5 | 20 | -7 | 4 | -41 | -2 | -0.5 | 5 | -7
CCOC(=O)c1c(NC(=O)/C=C/c2ccco2)sc(C)c1C | -5 | -4 | -60 | 4 | -3 | -9 | 4 | -0.1 | -7 | 3
O=C(NCCC(=O)N1CCN(c2ccccc2O)CC1)c1ccc(Cl)cc1 | 0 | x | -5 | 17 | 15 | x | 5 | -0.4 | x | 8
COc1ccc(N2CC(NS(=O)(=O)c3ccc(F)cc3)CC2=O)cc1 (stereo unspecified) | -13 | x | 14 | 13 | -5 | x | -10 | -0.2 | x | 0
C/C(=N/NC(=O)c1ccc2c(c1)OCO2)c1ccc(NC(=O)c2ccc(F)cc2)cc1 | x | -4 | x | 20 | x | -100 | x | x | 6 | x
Cc1noc(/C=C/c2nn(C)cc2Cl)c1[N+](=O)[O-] | 3 | 7 | 3 | 28 | -1 | -11 | -1 | -0.2 | 0 | 3
COc1ccc(-c2c(-c3ccc(OCC(=O)NN)cc3O)n[nH]c2C)cc1OC | 2 | -5 | -2 | 23 | 31 | -17 | 12 | -2.6 | -1 | 16
CCOC(=O)C1CCCN(Cc2ccc(O)c(OC)c2)C1 (stereo unspecified) | -3 | 3 | -33 | 4 | 10 | -12 | -1 | 0.1 | -7 | -10
CCc1ccc(-c2cc(N)n(-c3ccccc3)n2)cc1 | 9 | 3 | -121 | 18 | -9 | -177 | -5 | 3.2 | 0 | -6
Cc1ccnc(NC(=O)c2cccc(S(=O)(=O)N3CCOCC3)c2)c1 | -24 | x | -49 | 19 | -1 | x | 6 | 2.9 | x | -7
CCOP(=O)(c1ccc(N(C)C)cc1)C(O)c1ccc(C)cc1 (stereo unspecified) | 7 | -1 | -5 | 23 | 2 | 6 | -6 | 0.7 | 4 | 0
CCOc1cccc(-c2c(C(=O)N/N=C(\C)c3cccnc3)nnn2-c2nonc2N)c1 | 14 | -2 | 16 | 23 | 2 | -19 | -1 | 0.4 | -2 | -1
COc1cccc(C2C3=C(N=c4s/c(=C\c5ccccc5O)c(=O)n42)c2ccccc2CC3)c1OC (stereo unspecified) | -1 | 2 | 21 | 7 | 10 | 5 | 2 | 616* | -2 | -4
Cc1nn(-c2ccccc2)c(C)c1C(=O)OC/C(O)=C(\C#N)c1nc2ccccc2[nH]1 | 1 | -2 | -26 | 39 | 8 | 0 | 0 | -0.5 | -3 | 22
COC(=O)c1nc(NC(=O)c2ccc(F)cc2)n[nH]1 | 6 | -2 | -12 | 12 | -10 | -27 | 3 | 0.4 | -2 | 3
CC1CCC(NC(=O)CN2CCC(n3nnc4cc(F)ccc43)CC2)CC1 (stereo unspecified) | 3 | -1 | 19 | 5 | -13 | -14 | 1 | 0.1 | 1 | -2
COc1cc(OC)cc(C(=O)c2c(C)c(C#N)c3ccccn23)c1 | 8 | 2 | 52 | 10 | -19 | 58 | -8 | 1.3 | 52* | 1
COc1ccccc1C(=O)N/C(=C\c1cn(C)c2ccccc12)C(=O)NCCCn1ccnc1 | -3 | -4 | 4 | 14 | -3 | -15 | -7 | -0.3 | 2 | 0
COc1ccccc1NC(=O)Nc1nnc(C(C)c2ccccc2)s1 (stereo unspecified) | -3 | 5 | -15 | -4 | 8 | -16 | 3 | 1.1 | 3 | 16
CC1(C)CC(=O)C2=C(C1)Nc1ccccc1NC2c1cc(Cl)ccc1O (stereo unspecified) | -2 | 6 | -1 | -1 | -10 | -8 | 0 | -0.3 | -1 | -7
CC(=O)c1cccc(S(=O)(=O)NCCC(=O)O)c1 | -4 | -1 | -5 | 2 | -3 | 0 | 5 | -0.5 | 1 | -3
COc1ccc(COc2cc(-c3cccc(OC)c3)nc3ccc(NC(=O)c4ccc(Cl)cc4)cc23)cc1 | 4 | -2 | 11 | 1 | -12 | 5 | -8 | 2.9 | -4 | 18
O=C(NCc1ccccc1)c1ccc(Br)cc1 | -8 | 4 | -14 | -42 | 19 | -21 | 9 | 0.4 | 4 | 7
Cc1cc2cc(CNC(=O)c3cc4ccccc4o3)ccc2n1C | -5 | 5 | 18 | 44 | x | 8 | x | -0.4 | -12 | x

Rewritten as tab-separated lines: 3 of the compounds above.
SMILES	Platelet DG rel	HSP90 inh	aSyn UTR inh	AI-2 QS modul	HSF-1 act	KLF5 inh	HSF1 inh	HIF act	IEC-6 tox	SKKanGAS inh
COc1cc(OC)cc(C(=O)c2c(C)c(C#N)c3ccccn23)c1	8	2	52	10	-19	58	-8	1.3	52*	1
COc1ccccc1C(=O)N/C(=C\c1cn(C)c2ccccc12)C(=O)NCCCn1ccnc1	-3	-4	4	14	-3	-15	-7	-0.3	2	0
COc1ccccc1NC(=O)Nc1nnc(C(C)c2ccccc2)s1 (stereo unspecified)	-3	5	-15	-4	8	-16	3	1.1	3	16

Screens as filed in PubChem.
